Pf apPOL block = Pf-apPOL DNA polymerase inhibition; Recombinant Pf-apPOL, molecular beacon fluorescence, 1.5 h; inhibition, % at 10 µM; 210,000 tested, 0.25% active; AID 1794808
mHTT-CaM PPI inh = disrupts binding of mutant huntingtin to calmodulin. 190,000 tested, 3.6% active. P42858. AlphaScreen His-mHTT/GST-CaM binding, luminescence. AID 1671202. inhibition, % at 15 µM;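 further: 0% = both proteins with DMSO and 100% = one protein alone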
Target sequence (P42858 whole entry, looked up, stated change not applied): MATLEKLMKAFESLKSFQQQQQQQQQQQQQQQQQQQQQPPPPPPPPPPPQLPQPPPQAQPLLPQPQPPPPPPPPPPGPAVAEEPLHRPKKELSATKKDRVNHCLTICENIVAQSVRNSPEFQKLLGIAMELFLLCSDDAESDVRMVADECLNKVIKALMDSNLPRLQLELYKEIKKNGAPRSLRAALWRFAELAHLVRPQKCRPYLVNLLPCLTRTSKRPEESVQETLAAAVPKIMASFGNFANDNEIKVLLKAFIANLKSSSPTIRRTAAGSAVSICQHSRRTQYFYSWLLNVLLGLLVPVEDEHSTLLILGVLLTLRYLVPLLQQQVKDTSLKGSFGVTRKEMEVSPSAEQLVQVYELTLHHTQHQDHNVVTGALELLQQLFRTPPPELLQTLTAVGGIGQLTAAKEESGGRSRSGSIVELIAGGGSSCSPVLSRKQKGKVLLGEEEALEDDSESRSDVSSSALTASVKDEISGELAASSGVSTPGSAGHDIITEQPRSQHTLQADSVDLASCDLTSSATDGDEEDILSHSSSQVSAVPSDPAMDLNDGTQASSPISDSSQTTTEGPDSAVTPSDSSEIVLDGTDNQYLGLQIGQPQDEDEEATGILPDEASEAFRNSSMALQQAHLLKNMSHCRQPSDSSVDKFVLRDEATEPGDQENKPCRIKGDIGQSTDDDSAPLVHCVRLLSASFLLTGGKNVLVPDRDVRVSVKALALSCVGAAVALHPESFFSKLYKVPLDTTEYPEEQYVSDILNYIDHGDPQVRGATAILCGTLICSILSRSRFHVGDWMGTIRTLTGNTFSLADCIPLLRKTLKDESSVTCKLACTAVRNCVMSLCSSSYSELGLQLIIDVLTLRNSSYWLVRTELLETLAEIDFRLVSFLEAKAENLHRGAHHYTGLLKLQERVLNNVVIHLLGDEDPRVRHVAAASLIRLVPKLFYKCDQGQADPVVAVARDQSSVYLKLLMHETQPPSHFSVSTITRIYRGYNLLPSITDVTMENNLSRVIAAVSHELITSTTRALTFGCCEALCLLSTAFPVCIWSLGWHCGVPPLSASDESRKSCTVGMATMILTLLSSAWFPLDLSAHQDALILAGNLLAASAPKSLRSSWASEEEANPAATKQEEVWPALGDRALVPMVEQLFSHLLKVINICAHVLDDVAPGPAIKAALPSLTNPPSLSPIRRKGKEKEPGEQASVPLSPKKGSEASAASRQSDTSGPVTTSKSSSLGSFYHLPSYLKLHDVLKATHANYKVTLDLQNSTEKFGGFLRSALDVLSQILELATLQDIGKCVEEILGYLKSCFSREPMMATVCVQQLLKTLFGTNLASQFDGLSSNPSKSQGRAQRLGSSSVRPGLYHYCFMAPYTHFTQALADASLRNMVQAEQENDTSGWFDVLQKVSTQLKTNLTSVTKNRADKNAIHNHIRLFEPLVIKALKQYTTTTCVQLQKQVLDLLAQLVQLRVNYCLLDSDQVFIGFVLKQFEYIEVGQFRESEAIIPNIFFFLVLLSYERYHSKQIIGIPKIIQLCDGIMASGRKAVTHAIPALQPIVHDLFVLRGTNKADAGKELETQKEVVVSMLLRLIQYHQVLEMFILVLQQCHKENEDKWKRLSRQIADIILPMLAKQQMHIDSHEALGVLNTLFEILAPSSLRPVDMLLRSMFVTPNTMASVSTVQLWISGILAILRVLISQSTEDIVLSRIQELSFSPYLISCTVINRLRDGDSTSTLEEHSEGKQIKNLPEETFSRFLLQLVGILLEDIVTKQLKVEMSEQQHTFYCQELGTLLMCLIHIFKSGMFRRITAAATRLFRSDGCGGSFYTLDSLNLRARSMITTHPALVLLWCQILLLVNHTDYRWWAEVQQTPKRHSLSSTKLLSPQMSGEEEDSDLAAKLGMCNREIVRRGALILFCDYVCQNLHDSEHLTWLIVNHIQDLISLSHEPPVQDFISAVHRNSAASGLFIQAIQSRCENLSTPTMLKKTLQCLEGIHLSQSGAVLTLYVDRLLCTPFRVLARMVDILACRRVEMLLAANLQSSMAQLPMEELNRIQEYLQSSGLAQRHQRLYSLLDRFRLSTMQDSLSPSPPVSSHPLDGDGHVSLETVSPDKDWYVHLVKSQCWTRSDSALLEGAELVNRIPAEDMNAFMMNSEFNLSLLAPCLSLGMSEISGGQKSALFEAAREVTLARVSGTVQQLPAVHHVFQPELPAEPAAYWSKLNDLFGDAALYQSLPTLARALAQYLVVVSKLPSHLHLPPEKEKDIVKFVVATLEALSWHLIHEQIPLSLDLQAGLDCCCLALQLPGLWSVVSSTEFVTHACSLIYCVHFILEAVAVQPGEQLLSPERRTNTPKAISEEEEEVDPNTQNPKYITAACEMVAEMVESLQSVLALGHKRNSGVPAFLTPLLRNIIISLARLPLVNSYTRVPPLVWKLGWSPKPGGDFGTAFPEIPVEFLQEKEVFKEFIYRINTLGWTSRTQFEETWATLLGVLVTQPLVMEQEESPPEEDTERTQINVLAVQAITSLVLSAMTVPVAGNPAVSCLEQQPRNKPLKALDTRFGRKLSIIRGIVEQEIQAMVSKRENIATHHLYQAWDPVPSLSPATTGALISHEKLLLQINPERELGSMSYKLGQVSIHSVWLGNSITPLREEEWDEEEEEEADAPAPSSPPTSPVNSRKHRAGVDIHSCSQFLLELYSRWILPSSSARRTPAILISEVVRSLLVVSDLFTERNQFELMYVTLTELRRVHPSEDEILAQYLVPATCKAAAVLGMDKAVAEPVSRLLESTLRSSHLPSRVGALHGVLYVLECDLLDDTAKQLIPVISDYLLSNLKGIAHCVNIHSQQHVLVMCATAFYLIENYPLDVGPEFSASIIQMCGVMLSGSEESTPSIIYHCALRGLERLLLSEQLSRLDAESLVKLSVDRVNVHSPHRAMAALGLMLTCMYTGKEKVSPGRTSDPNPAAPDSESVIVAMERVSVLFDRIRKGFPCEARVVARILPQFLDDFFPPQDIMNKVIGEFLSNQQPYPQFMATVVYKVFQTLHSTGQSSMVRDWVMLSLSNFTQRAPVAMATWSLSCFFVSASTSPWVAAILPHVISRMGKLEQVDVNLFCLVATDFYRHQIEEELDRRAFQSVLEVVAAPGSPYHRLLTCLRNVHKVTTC
Active calls of the source: *; . = no result given; & = joins results of further samples. No stated cut-off is given here; in the data, active means inhibition above about 50%; inactive means the rest. The list is partial, so the mix of outcomes need not match the whole.

SMILES	Pf apPOL block	mHTT-CaM PPI inh
CN(C)c1ccc(C2C=C(c3ccc(Cl)cc3)Nc3ncnn32)cc1 (centres undefined)	1	-10
CCOC(=O)C1=C(C)c2ccccc2OC1(CC)C(=O)OCC (centres undefined)	-4	-50
CC(=O)N1CCc2ccc(C(=O)NC3CCCCCC3)cc21	-2	-4
CSc1ncnc2c1sc1nc(N3CCOCC3)c3c(c12)CC(C)(C)OC3	-4	0
O=C(c1ccc([N+](=O)[O-])cc1)N1N=C(c2ccccc2)CC1(O)C(F)(F)F (centres undefined)	1	7
Cc1ccc(C(=O)Nc2cccc(C)n2)c(Cl)c1	-3	-5
CN1CCc2cc(CO)sc2C1	.	0
NC(=O)c1ccc(C(F)(F)F)o1	-1	.
COc1cccc(OC)c1C(=O)Nc1c2c(nn1-c1ccc(C)cc1)CS(=O)C2 (centres undefined)	1	-1
COc1ccc2c(c1)c(CN1CCC(C(=O)NCCC(C)N3CCCC3)CC1)cn2C (centres undefined)	-4	24
Cc1ccc(C)c2sc(N(C)CC(=O)NCCSc3nncn3C)nc12	-6	-13
Cc1c(C(=O)Nc2ccc(NC(=O)c3ccc(Br)cc3)cc2)cccc1[N+](=O)[O-]	-4	-5
O=C(O)C1(c2ccccc2)CCCC1	2	-4
O=c1cc(-c2ccccc2)nc2nc[nH]n12	5&0	2
COCCCn1c(=N)c(C(=O)NCCc2ccccc2)cc2c(=O)n3cccc(C)c3nc21	-2	4
Cn1c(C2CCN(C(=O)Nc3ccc(F)c(Cl)c3)CC2)cc(=O)n2nccc12	-2	-4
O=C(Nc1c2c(nn1-c1ccc(F)cc1)CS(=O)(=O)C2)c1ccc(Cl)cc1	1	-6
O=C(SCc1c(F)cccc1Cl)c1cnn(-c2ccc(Cl)cc2)c1C(F)(F)F	-21	.
O=C(COc1ccc(Cl)cc1)Nc1cccnc1	-4	-5
CC(=O)N1CCC(n2c(C)nc(C(=O)NCCC3CCN(C(C)C)CC3)c2C)CC1	-8	2
CC[N+]1(CC(O)COc2ccc(C(C)(C)CC(C)(C)C)cc2)CCCC1 (centres undefined)	-1	84*
CCCn1c(N2CCNCC2)nc2c1c(=O)[nH]c(=O)n2C	-4	-4
CCc1cc(C2CCCN2C(=O)c2cc(C(C)C)no2)on1 (centres undefined)	-3	-8
CCOc1ccccc1NC(=O)N1CC(C(=O)NC)C2(CCCC2)C1 (centres undefined)	-2	-4
CC1=CC(C)C2(CO)COC(c3cccnc3)C1C2C (centres undefined)	-6&-6	-7&4
O=[N+]([O-])c1ccc2nc(CCc3ccccc3)[nH]c2c1	2	6
O=C(c1cccc(-n2cnnn2)c1)N1CCC(c2nnc(-c3ccco3)s2)CC1	2	-6
Cc1ccc(-c2cn3cc(C(=O)NC(C)c4cccnc4)ccc3n2)cc1C (centres undefined)	-3	53*
CCS(=O)(=O)N1CCN(CC2CC3C=CC2C3)CC1 (centres undefined)	-7	2
O=C(Nc1ccc(F)cc1)C1CN(C(=O)Nc2ccc(F)cc2)CC12CCCC2 (centres undefined)	-3	-8
c1ccc(COCC2CCN(Cc3ccccc3)CC2)cc1	-4	-7
CNC(=O)c1cc(N2CCCC2)nc2ccccc12	-5	-3
CSc1ccc(CCNC(=O)c2cc3n(n2)CCCN(Cc2ccccc2)C3=O)cc1	0	9
Cc1ccccc1NC(=O)c1cc(S(N)(=O)=O)ccc1Cl	-1	-2
O=C(C1CCN(CC2CC=CCC2)CC1)N1CCN(C/C=C/c2ccccc2)CC1 (centres undefined)	1	19
Cc1nc2cc(N3CCCC(C(=O)NCc4ccccc4)C3)cnc2nc1C (centres undefined)	0	1
Fc1ccc(NC(=S)Nc2cccc3ccccc23)cc1	.	-2
O=C(Nc1ccc2c(c1)OCO2)C1CCCN(c2ncnc3c2nc2n3CCCCC2)C1 (centres undefined)	0	38
COc1ccc(S(=O)(=O)N2c3ccc(F)cc3CCC2C)cc1 (centres undefined)	-1	-38
CC(C)(C)N=C1Nc2ccccc2NC12CCCN(S(=O)(=O)C1CC1)C2 (centres undefined)	1	33
CCOc1ccc(NC(=O)CCC(=O)O)c([N+](=O)[O-])c1	19	-7
O=c1c2c(nc3cc[nH]n13)CCN(S(=O)(=O)c1ccc(F)c(Cl)c1)C2	-1	-4
C=C(C)C1CCC2(C)CCC3(C)C(CCC4C5(C)CCC(OC(C)=O)C(C)(C)C5CCC43C)C12 (centres undefined)	2	.
NC(=O)c1ccc(NC(=O)CSCc2ccc(Cl)cc2)cc1	0	3
COc1ccc(CC(=O)Nc2cnc(-c3cccnc3)nc2)cc1Cl	-5	9
COc1ccc(OC)c(NC(=O)C(=O)NCCC2=CCCCC2)c1	3	-9
COCCNC(=O)c1cnn2c(C)c(Cc3c(C)cc(C)cc3C)c(C)nc12	-10	33
O=[N+]([O-])c1ccccc1S(=O)(=O)N1CCN(CC2CC3C=CC2C3)CC1 (centres undefined)	-12	6
COCCNC(=O)c1cc(Sc2ccccc2Cl)nc2ccccc12	-8	2
O=C(NC1(C(=O)Nc2ccc3c(c2)OCCO3)CCCC1)c1ccccn1	-2	0
O=c1/c(=C/c2cccc([N+](=O)[O-])c2)sc2n1CN(c1cccc(F)c1)CN=2	0	17
O=c1/c(=C/c2cn(-c3ccccc3)nc2-c2cccs2)sc2nc(-c3cccs3)nn12	-6	-2
O=C(NCCCN1CCN(Cc2c(F)cccc2Cl)CC1)c1cccc(C(F)(F)F)c1	-29	.
O=S(=O)(c1ccc(Br)s1)N1CCC(c2ccncc2)CC1	5	-5
COc1ccc(NC(=O)c2ccc(-c3ccccc3C(F)(F)F)o2)cc1	-1	-11
COc1ccc2nc(C(=O)NCc3ccc(F)cc3)cn2n1	-4	2
O=c1cc(-c2ccccc2F)oc2ccc(Cl)cc12	-6	-9
COc1ccc(N2CC(C(=O)NCCCN3CCOCC3)CC2=O)cc1 (centres undefined)	-10	3
CCn1cc(C(=O)O)c2cc(S(=O)(=O)N(C)C)ccc21	-3	-8
O=C(NCC(=O)N1CCCc2ccccc21)c1ccccc1Cl	2	-2
Next part:
SMILES	Pf apPOL block	mHTT-CaM PPI inh
COc1ccc(CN2CCC(C(=O)NCc3ccc(C)cc3)CC2)cc1OC	5	0
COc1ccc(/C=C(\C#N)c2nc(-c3ccc4c(c3)OCO4)cs2)cc1	-3	-10
Cc1noc(-c2nn(C)c3c2CN(C(=O)c2ccc(C)c(C)c2)CC3)n1	-2	-6
O=C(Nc1c2c(nn1-c1cccc(Cl)c1)CS(=O)(=O)C2)c1cccc(Br)c1	-2	-2
Cn1ncc(N2CCCC(C(=O)NCc3ccc(F)cc3Cl)C2)cc1=O (centres undefined)	-1	-4
COc1ccc2oc(=Nc3ccc(C#N)cc3)c(C(N)=O)cc2c1	-8	7
N#C/C(=C\c1ccc2c(c1)OCO2)c1ccc(Cl)cc1	4	-31
Cc1ccc(N2C=C(C#N)S(=O)(=O)c3ccc(F)cc32)c(Br)c1	1	-5
CCOc1ccc(/C=C2\C(=O)Nc3c(Br)cc(Br)cc32)cc1	3	4
O=[N+]([O-])c1cc(C(F)(F)F)ccc1N1CCN(S(=O)(=O)c2ccccc2)CC1	-84	40
COc1ccc(N2C(=O)CSC2c2cccs2)cc1 (centres undefined)	1	-8
CCC(=O)Oc1ccc2c(c1)OC(=Cc1ccco1)C2=O	13	24
Cn1c(C=C(O)c2ccc(OC(=O)C(C)(C)C)cc2O)nc2ccccc21	-6	24
Cc1nc(C)c(-c2nnc(NC(=O)c3ccc(S(=O)(=O)N4CCOCC4)cc3)o2)s1	7	2
COc1cccc(C2N(c3ccc(Cl)cc3)C(=O)C3CCCN32)c1 (centres undefined)	-2	26
CCN(CC)CC(C)CNC(=O)CSc1nc2nc(C)c(Cc3ccc(C)cc3)c(C)n2n1 (centres undefined)	-7	-3
COc1ccc(C2N(C)c3ccccc3N2C)cc1OC	1	1
CCCCSc1oc(-c2ccco2)nc1S(=O)(=O)c1ccc(Br)cc1	2	-6
COc1ccc(NC(=O)c2cccc([N+](=O)[O-])c2)cc1Cl	-2	1
Fc1cccc(Cn2cc(-c3noc(-c4ccccc4)n3)nn2)c1	-4	-14

Filtered by structure: those above containing a cyano group (4)
SMILES	Pf apPOL block	mHTT-CaM PPI inh
COc1ccc(/C=C(\C#N)c2nc(-c3ccc4c(c3)OCO4)cs2)cc1	-3	-10
COc1ccc2oc(=Nc3ccc(C#N)cc3)c(C(N)=O)cc2c1	-8	7
N#C/C(=C\c1ccc2c(c1)OCO2)c1ccc(Cl)cc1	4	-31
Cc1ccc(N2C=C(C#N)S(=O)(=O)c3ccc(F)cc32)c(Br)c1	1	-5

Additional compounds follow.
SMILES	Pf apPOL block	mHTT-CaM PPI inh
Cc1ccc(-c2cc(C3(O)CCC4COC3O4)on2)cc1 (centres undefined)	.	-6
O=C(NCCCO)c1ccc2snnc2c1	2	-1
Cc1cc(C)cc(NC(=O)c2cc3c(CO)cnc(C)c3oc2=O)c1	-5	0
CC(C)CSc1nsc2nc(=O)c(C=C3C=CC=N3)c(N)n12	-1	4
NCCSC1CC(=O)N(c2cccc(Cl)c2)C1=O (centres undefined)	3	-2
O=C(NCc1ccc(F)cc1Cl)C1CCN(S(=O)(=O)N2CCCCC2)CC1	-12	-6
C=CCn1c(=N)c(S(=O)(=O)c2ccccc2)cc2c(=O)n3cc(C)ccc3nc21	-9	-1
Cn1ncc(N2CCCC(C(=O)Nc3ccccc3)C2)cc1=O (centres undefined)	0	-1
CCOC(=O)c1cnn(-c2ccccc2)c1C	-3	.
O=C(c1ccccn1)N1CC(c2nc(-c3ccccc3)no2)C2(CCOCC2)C1 (centres undefined)	-9	7
O=S(=O)(C=Cc1ccccc1)N1CCN(c2ccc(F)cc2)CC1	-2	7
CN(CC(=O)NC1CCCC1)S(=O)(=O)c1ccc(Br)cc1	-1	1
O=c1[nH]c(SCc2ccc(Cl)cc2Cl)nc2ccccc12	-4	.
O=C(c1ccc(F)cc1)N1CCC(NS(=O)(=O)c2ccc(F)cc2)CC1	2	-12
Cc1c(NC(=S)NC(=O)c2ccccc2)c(=O)n(-c2ccccc2)n1C	-1	.
Cc1onc(-c2ccccc2)c1C(=O)Nc1sc2c(c1C(N)=O)CCCCC2	6	30
COc1ccc(-c2c(C(=O)N(C)C)nc3ccccn23)cc1	4	-7
COCCCNC(=O)c1ccc(CN(c2ccccc2)S(C)(=O)=O)cc1	-4	5
CC1=NN(C(=O)c2ccccc2[N+](=O)[O-])C(O)(C(F)(F)F)C1 (centres undefined)	4	0
O=C(NC1CC1)c1cc(=O)[nH]c2c(Cl)cccc12	-1	0
Cc1cc(F)ccc1NC(=O)C1CC(=O)N(c2ccc3c(c2)CCN3C(=O)C2CC2)C1 (centres undefined)	-5	-5
O=C(CSc1nnc(NC(=O)COc2ccc(Cl)cc2)s1)NCc1ccco1	-4	-10
CCc1onc(C)c1C1CCCN1C(=O)c1c(F)cccc1F (centres undefined)	2	-3
Cc1ccc(C(=O)N2CCN(c3cccc(Cl)c3C)C(=O)C2C)cc1 (centres undefined)	-5	0
Cc1ccc([N+](=O)[O-])cc1NC(=O)C1CC1	0	0
O=C1NN=C(c2ccccc2)CC1c1c[nH]c2ccccc12 (centres undefined)	-7&-14	9&6
Cc1cccc(OCC(=O)Nc2ccccc2-c2ccccc2)c1	5	-19
COc1ccccc1NC(=O)Cn1nc(-c2ccc(Cl)cc2)c2ccccc2c1=O	5	25
COc1ccc(-c2nc3cc4c(cc3o2)Oc2ccccc2N4)cc1	2	.
COc1cccc2sc(NC(=O)c3cccc(NS(=O)(=O)c4ccccc4)c3)nc12	-7	11
CCOC(=O)c1cnc(-c2cccs2)nc1Sc1ccc(Cl)cc1	4	.
CC(C)Cn1cnc2c(-c3ccc(F)cc3)csc2c1=O	-2	-13
Cc1onc(C(=O)NN)c1-c1csc(COc2ccc(Cl)cc2)n1	-21	.
CC(C)NC(=O)CSc1nc2[nH]c(=O)cc(O)c2s1	.	-5
Cc1cc(C)n2nc(CC(=O)NCc3ccccc3)nc2n1	-9	-2

Among those listed so far, these have an aryl methoxy group:
SMILES	Pf apPOL block	mHTT-CaM PPI inh
COc1cccc(OC)c1C(=O)Nc1c2c(nn1-c1ccc(C)cc1)CS(=O)C2 (centres undefined)	1	-1
COc1ccc2c(c1)c(CN1CCC(C(=O)NCCC(C)N3CCCC3)CC1)cn2C (centres undefined)	-4	24
COc1ccc(S(=O)(=O)N2c3ccc(F)cc3CCC2C)cc1 (centres undefined)	-1	-38
COc1ccc(CC(=O)Nc2cnc(-c3cccnc3)nc2)cc1Cl	-5	9
COc1ccc(OC)c(NC(=O)C(=O)NCCC2=CCCCC2)c1	3	-9
COc1ccc(NC(=O)c2ccc(-c3ccccc3C(F)(F)F)o2)cc1	-1	-11
COc1ccc2nc(C(=O)NCc3ccc(F)cc3)cn2n1	-4	2
COc1ccc(N2CC(C(=O)NCCCN3CCOCC3)CC2=O)cc1 (centres undefined)	-10	3
COc1ccc(CN2CCC(C(=O)NCc3ccc(C)cc3)CC2)cc1OC	5	0
COc1ccc(/C=C(\C#N)c2nc(-c3ccc4c(c3)OCO4)cs2)cc1	-3	-10
COc1ccc2oc(=Nc3ccc(C#N)cc3)c(C(N)=O)cc2c1	-8	7
COc1ccc(N2C(=O)CSC2c2cccs2)cc1 (centres undefined)	1	-8
COc1cccc(C2N(c3ccc(Cl)cc3)C(=O)C3CCCN32)c1 (centres undefined)	-2	26
COc1ccc(C2N(C)c3ccccc3N2C)cc1OC	1	1
COc1ccc(NC(=O)c2cccc([N+](=O)[O-])c2)cc1Cl	-2	1
COc1ccc(-c2c(C(=O)N(C)C)nc3ccccn23)cc1	4	-7
COc1ccccc1NC(=O)Cn1nc(-c2ccc(Cl)cc2)c2ccccc2c1=O	5	25
COc1ccc(-c2nc3cc4c(cc3o2)Oc2ccccc2N4)cc1	2	.
COc1cccc2sc(NC(=O)c3cccc(NS(=O)(=O)c4ccccc4)c3)nc12	-7	11
